mIAP activ = mouse IAP activation; activation factor at 10 µM; muIAP, CDP-Star luminescence, 30 min; hits give high values; 1 = vehicle-only enzyme signal, 0 = enzyme-free wells; 330,000 compounds, 0.24% hits; AID 2805;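 active = activation factor of at least 2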; note: the source names both 10 and 20 µM as test concentration; values of inactives mirror those of a sister screen read the other way
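Assay system: mouse IAP enzyme; Reagent: CDP-Star chemiluminescent phosphatase substrate; Compound: DMSO-dissolved test compounds; Incubation: 30 min, room temperature; Technique: luminescence from enzymatic CDP-Star hydrolysis; Controls: DMSO-only wells and no-enzyme negative control.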
mIAP inh = mouse IAP inhibition | purified mouse IAP, CDP-Star luminescence, 30 min | 330,000 compounds, 0.2% hits | inhibition, % at 10 µM;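 active = inhibition of at least 40% at 10 µM in the primary screen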;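 note: plate controls were DMSO with enzyme for no effect and no enzyme wells for full effect; values of inactives mirror those of a sister screen read the other way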
APOBEC3A inh = inhibitors of human APOBEC3A DNA deaminase; inhibition, % at 20 µM; 330,000 compounds, 0.41% hits; recombinant A3A, FAM/TAMRA ssDNA deamination fluorescence; P31941;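 active = at least 40% inhibition at 20 µM here, with at most 30% in a related deaminase screen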;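 note: plate controls were A3A with DMSO for no effect and wells lacking A3A enzyme for full effect; some results filed as inactive read as strong as hits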
Target sequence (P31941 whole entry, looked up): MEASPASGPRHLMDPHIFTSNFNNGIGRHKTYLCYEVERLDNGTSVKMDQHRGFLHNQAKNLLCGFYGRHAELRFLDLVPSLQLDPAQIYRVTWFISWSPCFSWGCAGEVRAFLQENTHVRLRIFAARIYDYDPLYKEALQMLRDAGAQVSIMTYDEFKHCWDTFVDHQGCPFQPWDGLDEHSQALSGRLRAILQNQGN
beta cell repl = induces beta-cell replication in MIN6 cells; MIN6 cells proliferation, ATPlite luminescence, 48 h; cells starved in 0.2% serum; 100% = growth in 10% serum; proliferation, % at 10 µM; 330,000 compounds, 0.29% hits;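 active = compounds whose signal lies at least 3.5 SD above the mean of all wells on their plate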;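 note: 0% = DMSO-treated cells in low-serum medium and 100% = 10% serum control; some compounds called inactive have numbers as strong as hits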
TIM10 inh = inhibits growth of TIM10 yeast strain; S. cerevisiae TIM10 strain growth, BacTiter-Glo luminescence, 24 h; inhibition, % at 10 µM; 330,000 compounds, 1.4% hits; AID 463195;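 active = inhibition of 40% or more at the single tested concentration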;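 note: wild-type TIM10 isogenic control strain grown at permissive 25 °C; 0% = DMSO yeast wells and 100% = minimal medium wells without yeast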
APOBEC3G inh = APOBEC3G (human) deaminase inhibition | Q9HC16 | recombinant A3G, ssDNA deamination FAM/TAMRA fluorescence | inhibition, % at 20 µM | 330,000 compounds, 0.28% hits | AID 493012;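 active = inhibition of at least 40% at 20 µM, with no more than 30% in the related APOBEC3A deaminase screen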;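 note: plate controls were DMSO wells with A3G for no effect and wells lacking A3G enzyme for full effect; some compounds called inactive have numbers as strong as hits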
tim10-1 inh = growth inhibitors of tim10-1 mutant yeast | 330,000 compounds, 2.2% hits | S. cerevisiae tim10-1 ts strain growth, BacTiter-Glo, 24 h | inhibition, % at 20 µM;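 active = inhibition of at least 40%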;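 note: mutant grown at 25 °C; 0% = DMSO wells with yeast and 100% = wells holding no yeast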
hIAP inh = human IAP inhibition. P09923. purified IAP, CDP-Star luminescence, 30 min. inhibition, % at 10 µM. 330,000 compounds, 0.12% hits;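 active = inhibition reaching a set limit with compound at 10 µM in the primary screen, cut at about 35% in these data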;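 note: plate controls were DMSO wells with enzyme for no effect and no-enzyme buffer wells for full effect; values of inactives mirror those of a sister screen read the other way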
Target sequence (P09923 whole entry, looked up): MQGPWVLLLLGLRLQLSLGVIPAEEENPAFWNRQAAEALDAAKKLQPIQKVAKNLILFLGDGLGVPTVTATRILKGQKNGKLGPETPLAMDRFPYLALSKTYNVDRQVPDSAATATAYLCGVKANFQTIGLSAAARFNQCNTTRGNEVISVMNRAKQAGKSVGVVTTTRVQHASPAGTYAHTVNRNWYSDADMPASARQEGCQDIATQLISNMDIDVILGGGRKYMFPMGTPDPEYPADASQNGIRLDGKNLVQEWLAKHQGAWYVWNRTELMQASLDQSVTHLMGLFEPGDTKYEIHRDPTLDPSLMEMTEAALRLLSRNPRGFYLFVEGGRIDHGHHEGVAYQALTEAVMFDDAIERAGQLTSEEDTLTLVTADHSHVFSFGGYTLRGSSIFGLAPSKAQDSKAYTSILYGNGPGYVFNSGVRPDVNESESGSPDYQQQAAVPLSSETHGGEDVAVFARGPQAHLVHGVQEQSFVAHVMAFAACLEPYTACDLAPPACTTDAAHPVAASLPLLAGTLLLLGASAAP
NALP3 yeast inh = inhibitors of NALP3 inflammasome in yeast. 330,000 compounds, 0.39% hits. inhibition, % at 10 µM. Yeast reconstituted NLRP3/ASC/caspase-1, beta-gal luminescence, 24 h;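 active = inhibition of 50% or more; inactive = inhibition below 50%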;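 note: plate controls were induced DMSO wells for no effect and uninduced yeast grown without galactose for full effect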
An asterisk follows results filed as active.

[1] CC(=O)C(/C=N/c1ncc(C(F)(F)F)cc1Cl)=C(\C)O
[2] COc1ccc(C(=O)CSc2nnc(CC(=O)Nc3ccccc3OC)n2C)cc1
[3] O=C(C1CCN(C2CCN(C/C=C/c3ccccc3)CC2)CC1)N1CCOCC1
[4] COc1ccc(CC(=O)N(C)Cc2cccc(OC)c2OC)cc1S(=O)(=O)N1CCOCC1
[5] COc1ccc(/C=C(/NC(C)=O)C(=O)O)cc1
[6] Cc1[nH]nc2c1C1(C(=O)Nc3ccc([N+](=O)[O-])cc31)C(C#N)=C(N)O2 (stereo not given)
[7] CCOC(=O)c1nnc(-c2ccccc2)nc1N1CC(C)OC(C)C1 (stereo not given)
[8] CC1(c2ccccc2)NC(=O)N(CC(=O)Nc2ccc(S(N)(=O)=O)cc2)C1=O (stereo not given)
[9] CC(C)CNC(=O)NC(=O)COc1ncnc2sccc12
[10] COc1cc2c(cc1OC)CN(C(=O)C(CCSC)NS(=O)(=O)c1ccc(C)cc1)CC2 (stereo not given)

screen / no.	1	2	3	4	5	6	7	8	9	10
mIAP activ	1	0.96	1	1.1	0.99	0.98	0.95	1.1	1.1	0.97
mIAP inh	0	4	-1	-7	1	2	5	-8	-8	3
APOBEC3A inh	3	4	4	1	0	-1	2	1	2	2
beta cell repl	-2	0	1	-5	-3	-3	-1	-1	-2	-2
TIM10 inh	-5	5	-23	-2	-15	-21	4	-18	-14	15
APOBEC3G inh	0	-8	-5	-3	-2	-5	-1	-5	-5	-2
tim10-1 inh	-7	20	-9	-15	6	18	20	4	2	12
hIAP inh	-14	3	3	-4	5	-22	15	-16	3	16
NALP3 yeast inh	2	9	-3	16	3	14	13	8	-4	16

[11] CC(=O)CCc1oc2c([N+](=O)[O-])cccc2c1-c1ccc(C)o1
[12] COc1ccc(CNC(=O)N2CCc3ccccc3C2)cc1
[13] CCc1nc(SCC(=O)NNC(=O)C(C)C)c2ccccc2n1
[14] Cc1ccc(C)c(NC(=S)N(CCc2ccncc2)C(C)C)c1
[15] Cc1ccc(S(=O)(=O)c2cc3c(=O)n4ccccc4nc3n(CCCN3CCOCC3)c2=N)cc1C
[16] O=C(CSc1ncnc2c1cnn2-c1ccc(F)cc1)NC1CCCC1
[17] O=C(O)c1ccc2c(c1)C(=O)N(Cc1ccco1)C2=O
[18] Nc1nonc1-n1nnc(C(=O)N/N=C/c2cccc(F)c2)c1-c1ccccc1
[19] Cc1cc(C(C)(C)C)cc(C)c1COC(=O)c1cccnc1
[20] COc1cc(Cl)ccc1OCc1cc(C(=O)N(C)Cc2cn(C)nc2C)no1

screen / no.	11	12	13	14	15	16	17	18	19	20
mIAP activ	0.95	1.1	0.94	0.9	0.94	1	0.97	0.94	0.95	1.1
mIAP inh	5	-5	6	10	6	-4	3	6	5	-5
APOBEC3A inh	2	-4	1	4	-4	-3	6	-1	1	-2
beta cell repl	3	0	2	-2	-4	-5	0	-1	0	-3
TIM10 inh	5	14	4	-33	20	-9	-6	0	13	5
APOBEC3G inh	11	-12	-9	-2	-2	-3	-2	-5	-6	-11
tim10-1 inh	-4	3	8	-1	-1	-12	12	13	13	6
hIAP inh	24	-1	-15	0	10	-18	12	5	10	7
NALP3 yeast inh	4	20	11	0	8	7	7	6	11	16

Given with each value named: entries from further up.
13: CCc1nc(SCC(=O)NNC(=O)C(C)C)c2ccccc2n1
  mIAP activ: 0.94	mIAP inh: 6	APOBEC3A inh: 1	beta cell repl: 2	TIM10 inh: 4	APOBEC3G inh: -9	tim10-1 inh: 8	hIAP inh: -15	NALP3 yeast inh: 11
14: Cc1ccc(C)c(NC(=S)N(CCc2ccncc2)C(C)C)c1
  mIAP activ: 0.9	mIAP inh: 10	APOBEC3A inh: 4	beta cell repl: -2	TIM10 inh: -33	APOBEC3G inh: -2	tim10-1 inh: -1	hIAP inh: 0	NALP3 yeast inh: 0
15: Cc1ccc(S(=O)(=O)c2cc3c(=O)n4ccccc4nc3n(CCCN3CCOCC3)c2=N)cc1C
  mIAP activ: 0.94	mIAP inh: 6	APOBEC3A inh: -4	beta cell repl: -4	TIM10 inh: 20	APOBEC3G inh: -2	tim10-1 inh: -1	hIAP inh: 10	NALP3 yeast inh: 8
16: O=C(CSc1ncnc2c1cnn2-c1ccc(F)cc1)NC1CCCC1
  mIAP activ: 1	mIAP inh: -4	APOBEC3A inh: -3	beta cell repl: -5	TIM10 inh: -9	APOBEC3G inh: -3	tim10-1 inh: -12	hIAP inh: -18	NALP3 yeast inh: 7

New compounds follow
[21] CCC(C(=O)NC1CCCCC1)N(Cc1cccs1)C(=O)CCC(=O)Nc1cc(C)on1 (stereo not given)
[22] CC(C)c1ccccc1OCC(=O)Nc1ccc2[nH]ncc2c1
[23] Cc1ccc(N2C(=O)N(CC(=O)Nc3cccc([N+](=O)[O-])c3C)C(=O)C2C)cc1 (stereo not given)
[24] O=C(Nc1c(C(=O)NCc2ccco2)cnn1-c1ccccc1)c1cccc(F)c1
[25] O=C(OCC(=O)N1CCOCC1)c1cc2ccccc2oc1=O
[26] CC(C)N(CCO)C(=O)C(c1ccccc1)c1ccccc1
[27] CNc1nc2ccccc2n(C)c1=O
[28] FC(F)(F)c1ccc(Nc2nnnc3ccccc23)cc1
[29] CCOC(=O)C1CCN(C(=O)CNC(=O)c2nn(-c3ccc(OC)c(Cl)c3)c(=O)c3ccccc23)CC1
[30] Cc1c(O)ccc(-c2n[nH]c(C(=O)O)c2-c2nc3ccccc3s2)c1O

screen / no.	21	22	23	24	25	26	27	28	29	30
mIAP activ	1.1	1.1	0.99	1.1	1.1	0.99	0.97	1	1	0.62
mIAP inh	-8	-12	1	-7	-7	1	3	-2	-3	38
APOBEC3A inh	-2	3	3	1	4	-1	0	1	-3	-12
beta cell repl	-1	-2	-2	-5	0	-1	-3	-3	0	-1
TIM10 inh	-14	14	8	-11	12	0	-1	14	6	-5
APOBEC3G inh	-8	0	-7	-4	-3	-8	-7	2	3	-11
tim10-1 inh	13	35	-11	30	-6	-11	-2	12	20	-4
hIAP inh	2	22	4	16	6	1	9	-2	5	-7
NALP3 yeast inh	4	29	6	10	8	17	18	3	5	-2

[31] Cc1ccc(-c2nn(C(C)(C)C)c3ncnc(N)c23)cc1
[32] COc1ccccc1-c1sc2ccccc2c1-c1ccc2c(c1)OCO2
[33] O=C(NC(=S)Nc1nc2ccccc2s1)c1cccs1
[34] O=C(c1ccc(NS(=O)(=O)c2cccc3cccnc23)cc1)N1CCOCC1
[35] COc1ccc(-n2c(Cc3cccn3C)nnc2SCC(=O)NC2CCCC2)cc1
[36] COc1cccc(CN2CCN(C(=O)c3ccc(-c4ccccc4)cc3)CC2)c1OC
[37] CCn1c(SCC(=O)Nc2ccc(NC(=O)c3ccco3)cc2)nnc1-c1cccs1
[38] OC(CN1CCN(Cc2ccccc2)CC1)c1ccc(F)cc1 (stereo not given)
[39] O=C(CSc1nc(=O)n2ccccc2n1)NCc1ccc2c(c1)OCO2
[40] CCOC(=O)c1ccc(NC(=O)C(CC)CC)cc1

screen / no.	31	32	33	34	35	36	37	38	39	40
mIAP activ	1	1	0.86	0.99	1	0.85	0.96	1.1	0.94	0.97
mIAP inh	-1	-3	14	0	0	15	4	-8	6	3
APOBEC3A inh	-4	2	0	2	-5	-4	-1	-2	-5	1
beta cell repl	-5	-8	0	-1	0	-3	-2	2	0	-2
TIM10 inh	46*	-13	33	0	15	39	2	-21	-4	13
APOBEC3G inh	-5	3	-4	1	-8	-8	-4	-1	-9	-10
tim10-1 inh	24	21	30	10	20	44*	-1	-21	3	10
hIAP inh	-13	-1	4	-2	4	7	13	-18	-6	-9
NALP3 yeast inh	91*	3	45	13	-2	28	4	6	25	20

[41] CCCC1(C(=O)OC)NC(c2ccc(OC)cc2OC)C2C(=O)N(c3cccc(C(C)=O)c3)C(=O)C21 (stereo not given)
[42] O=C(NCc1ccco1)C1CCN(c2nc3ccccc3n2Cc2ccccc2F)CC1
[43] CCOc1ccccc1NCc1nnc(-c2ccccc2)o1
[44] COC(=O)CN1C(=O)COc2ccc(Cl)cc21
[45] CCOC(=O)C1=NNC(C(=O)c2ccccc2)C1c1ccc(C)cc1 (stereo not given)
[46] COc1c2ccoc2nc2c(OC)cccc12
[47] Cc1cc(C)c2nc(NC(=O)C3CCCO3)sc2c1 (stereo not given)
[48] Cc1ccc([N+](=O)[O-])c(OCCN2CCNCC2)c1
[49] COc1ccc(NC(=O)Cn2c(C)csc2=O)c(OC)c1
[50] Cc1nn(C)cc1C(=O)NNC(=S)Nc1ccc(Cl)cc1

screen / no.	41	42	43	44	45	46	47	48	49	50
mIAP activ	0.91	1.1	1	0.98	0.98	1	0.98	0.93	0.87	0.88
mIAP inh	9	-13	0	2	2	-4	2	7	13	12
APOBEC3A inh	-7	-1	-4	-2	-4	2	3	-3	3	-3
beta cell repl	-3	-1	-2	-4	-4	0	-4	2	-4	-2
TIM10 inh	13	-1	-1	2	17	10	1	-3	8	9
APOBEC3G inh	-3	-7	-5	-6	-12	1	-5	-8	-3	-1
tim10-1 inh	15	26	4	-4	10	-15	12	-6	-6	17
hIAP inh	22	0	-25	5	-15	-5	-13	-10	16	-49
NALP3 yeast inh	6	-6	36	0	-29	30	47	3	10	18

[51] CCn1cc(C(=O)N2CCCC2)c(=O)c2cc(S(=O)(=O)N3CCC(C)CC3)ccc21
[52] Cn1c(SCc2nc(-c3ccccc3)no2)nnc1-c1ccco1
[53] Cc1ccccc1Nc1nc(-c2ccccc2)c(C(=O)Nc2cccnc2)s1
[54] COc1ccc(-c2csc(NC(=O)CN3C(=O)C4CC=CCC4C3=O)n2)cc1 (stereo not given)
[55] COc1ccc(OC)c(/C=N/N(CCC#N)C2=NS(=O)(=O)c3ccccc32)c1
[56] COc1ccc(OC)c(-c2cc(C(=O)Nc3cc(C)n(Cc4ccc(Cl)cc4)n3)no2)c1
[57] CN(C(=O)CSc1ccncc1)C1CCCN(Cc2ccccc2F)C1 (stereo not given)
[58] COc1cccc(C(c2c(O)nc(SC)n(C)c2=O)c2c(O)nc(SC)n(C)c2=O)c1
[59] CCC(C)NC(=O)CSc1nnc(-c2ccoc2C)n1CC1CCCO1 (stereo not given)
[60] C/C(=N\NC(=O)c1cccc([N+](=O)[O-])c1)c1cccc(NC(=O)C2CC2)c1
[61] Cc1nn(C)c(C)c1NC(=O)Nc1cccc(C(F)(F)F)c1

screen / no.	51	52	53	54	55	56	57	58	59	60	61
mIAP activ	1	0.89	0.95	0.97	1	1.1	1.1	1.1	1	0.97	1
mIAP inh	-2	11	5	2	-1	-13	-6	-11	-4	3	-4
APOBEC3A inh	-1	0	-2	-2	1	3	-1	-1	-7	-1	0
beta cell repl	1	0	-3	-3	2	2	0	-3	-1	-2	2
TIM10 inh	-2	14	18	5	-8	14	-8	-12	-2	16	-2
APOBEC3G inh	-6	-2	-5	-3	-2	-2	-2	-10	-6	-4	-1
tim10-1 inh	16	20	18	-2	-20	12	5	13	1	8	-10
hIAP inh	-23	-8	-35	-2	1	8	-2	-2	-19	-4	-6
NALP3 yeast inh	5	12	27	5	15	-1	16	-8	28	5	4
